CHO parental Ca = ATP-evoked calcium signal inhibitors, parental CHO, primary screen, counter-screen for OX1R antagonist project, cell-based, fluorescence, Fluo-8 calcium dye | parental CHO-K1, ATP-induced calcium, Fluo-8 fluorescence | inhibition, % at 5.6 µM | hit rate 0.63% among 330,000;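 active = inhibition above that plate's mean sample inhibition plus 3 SD, cut at about 26% in these data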;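 note: 0% = ATP-challenged DMSO wells and 100% = DMSO wells without ATP; some compounds past the cut are filed as inactive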
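Measured by: calcium-sensitive Fluo-8 fluorescence / Test system: CHO parental line / Controls: ATP-challenged DMSO wells low, unchallenged DMSO wells high / Measure: % inhibition / Compound: single nominal dose of 5.6 µM per compound / Replicates: single well per compound, no replicates / Reagent: ATP as calcium-mobilizing challenge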
M4 antag = human M4 muscarinic receptor antagonists, primary screen, CHO cells, Fluo-8 calcium fluorescence; hit rate 0.73% among 360,000; CHO-hM4 cells, ACh EC80; inhibition, % at 3 µM;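 active = inhibition above its plate's cutoff, the mean inhibition of sample wells plus 3 SD, cut at about 27% in these data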;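 note: 0% = acetylcholine EC80 with DMSO and 100% = DMSO without agonist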
M1 PAM = human M1 muscarinic receptor positive allosteric modulators, primary screen, CHO-K1 cells, Fluo-8 calcium fluorescence, 1536-well | Muscarinic acetylcholine receptor M1 (Homo sapiens), P11229 | CHO-K1 hM1, ACh EC20; 0% = ACh EC20, 100% = maximal ACh | activation, % at 3 µM | hit rate 0.088% among 360,000; in the data active = activation above about 19%, passing the limit was not always enough
Target sequence (P11229 whole entry, looked up): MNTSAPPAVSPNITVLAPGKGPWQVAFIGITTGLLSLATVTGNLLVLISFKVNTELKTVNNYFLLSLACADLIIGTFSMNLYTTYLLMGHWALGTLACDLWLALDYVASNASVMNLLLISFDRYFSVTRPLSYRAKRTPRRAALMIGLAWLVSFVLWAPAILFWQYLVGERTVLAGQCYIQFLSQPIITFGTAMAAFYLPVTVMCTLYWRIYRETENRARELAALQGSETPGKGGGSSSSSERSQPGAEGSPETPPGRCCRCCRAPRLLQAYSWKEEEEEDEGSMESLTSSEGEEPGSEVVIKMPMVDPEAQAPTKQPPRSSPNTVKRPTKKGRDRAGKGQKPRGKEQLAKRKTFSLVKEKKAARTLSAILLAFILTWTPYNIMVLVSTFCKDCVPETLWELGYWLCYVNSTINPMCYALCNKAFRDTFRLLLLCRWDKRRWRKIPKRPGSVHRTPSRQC
OXTR potentiate = human OXTR potentiators, primary screen, fluorescence, CHO-OTR cells, Fluo-8 calcium | Oxytocin receptor (Homo sapiens), P30559 | Fluo-8 calcium fluorescence, potentiator mode; 0% = oxytocin EC15, 100% = EC100 | activation, % at 3 µM | hit rate 0.061% among 320,000 | AID 2445, 2010;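 active = activation above that plate's cutoff, the mean activation of tested compounds plus 3 SD, cut at about 6.6% in these data, passing the limit was not always enough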;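 note: 100% uses oxytocin at 75 nM as the full agonist control; some results filed as inactive read as strong as hits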
Target sequence (P30559 whole entry, looked up): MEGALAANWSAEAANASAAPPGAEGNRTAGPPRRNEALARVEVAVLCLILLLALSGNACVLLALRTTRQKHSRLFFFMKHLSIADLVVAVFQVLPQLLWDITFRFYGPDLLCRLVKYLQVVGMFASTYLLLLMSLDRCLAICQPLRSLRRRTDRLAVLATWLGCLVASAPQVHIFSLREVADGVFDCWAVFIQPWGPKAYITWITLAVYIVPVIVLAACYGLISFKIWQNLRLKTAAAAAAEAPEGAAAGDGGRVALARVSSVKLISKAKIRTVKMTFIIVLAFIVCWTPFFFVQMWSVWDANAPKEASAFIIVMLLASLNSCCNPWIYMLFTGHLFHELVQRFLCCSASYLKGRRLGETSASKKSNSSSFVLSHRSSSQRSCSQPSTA
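Assay system: CHO cell line stably expressing human OTR. Reagent: EC15 oxytocin agonist. Dosing: single dose, 3.0 µM nominal final compound concentration. Timing: compound 6 min at room temperature before oxytocin, 100 s read. Signal: kinetic Fluo-8 calcium fluorescence. Controls: oxytocin EC15 low and EC100 high.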
M4 ag = human M4 muscarinic receptor agonists, primary screen, CHO-K1 cells, Fluo-8 calcium fluorescence; CHO-K1 hM4/Gqi5; vehicle 0%, full acetylcholine response 100%; hit rate 0.14% among 360,000; activation, % at 3 µM;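 active = activation above the run mean over all test wells plus 3 SD, cut at about 32% in these data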;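 note: peak over basal fluorescence ratio per well then scaled between controls; 0% = DMSO wells and 100% = acetylcholine at EC100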
CHRM1 agonist = human M1 muscarinic receptor agonists, primary screen, Fluo-8 calcium fluorescence, CHO-K1 cells, HTS. Muscarinic acetylcholine receptor M1 (Homo sapiens), P11229. hit rate 0.33% among 360,000. activation, % at 3 µM. CHO-K1 hM1, agonist mode; 0% DMSO, 100% acetylcholine EC100;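 active = activation above the run's mean compound activation plus 3 SD, cut at about 16% in these data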;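 note: peak over basal fluorescence ratio within a 140 s kinetic read after compound addition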
CHO-K1 Ca antag = M1 antagonist counterscreen hit in parental CHO-K1 cells; ATP-induced calcium, Fluo-8 fluorescence; inhibition, % at 3 µM; hit rate 0.6% among 360,000; AID 602250;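 active = inhibition above a per-plate cutoff, the plate's mean sample inhibition plus 3 SD, cut at about 24% in these data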;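 note: 0% = DMSO plus EC80 ATP and 100% = DMSO alone without ATP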
CHRM1 antagonist = human M1 muscarinic receptor antagonists, primary screen, CHO-K1 cells, Fluo-8 calcium fluorescence, 1536-well. inhibition, % at 3 µM. hit rate 1.3% among 360,000. AID 588852, 2011. CHO-K1 hM1, ACh EC80 antagonist;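 active = percent inhibition above its own plate's cutoff, namely the mean of that plate's compound wells plus 3 SD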;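 note: peak over basal fluorescence ratio during 140 s after agonist addition; 0% = ACh EC80 plus DMSO and 100% = DMSO alone without agonist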
CHO-K1 Ca ag = counter-screen for M1 agonists: effect in parental CHO-K1 cells. Fluo-8 calcium fluorescence; scaled to maximal ATP response, vehicle zero. activation, % at 3 µM. hit rate 0.48% among 360,000; in the data active = activation above about 15%;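 note: untransfected CHO-K1 host cells lacking M1 receptor as counterscreen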
* = called active by the depositor; . = no result given.

(1) CC(O)c1c(OCc2ccccc2)ncnc1OCc1ccccc1 (stereo not given)
(2) CSc1nnc(Cc2cc(=O)[nH]c(=O)[nH]2)n1-c1cccc(C)c1
(3) COc1cc(CCC(=O)O)on1
(4) CCCn1nnc(NC(=O)c2ccc(F)cc2)n1
(5) COc1ccc(C(=O)c2ccc(OC)c(N)c2)cc1N
(6) Cc1cc(N2CCOCC2)n2ncc(-c3ccccc3Cl)c2n1
(7) COc1ccc(-c2cc3c(nn2)-c2ccccc2C3=O)cc1
(8) COc1cccc(-c2ccc3c(c2)O[C@@H](CN(C)Cc2cncnc2)[C@@H](C)CN([C@H](C)CO)S3(=O)=O)c1

entry no.,1,2,3,4,5,6,7,8
CHO parental Ca,-14,-10,1,0,2,.,2,.
M4 antag,-17,2,-14,7,8,-3,6,-1
M1 PAM,4,4,16,5,15,8,11,3
OXTR potentiate,-18,-5,5,4,-1,.,-8,.
M4 ag,-1,2,1,0,0,0,1,5
CHRM1 agonist,-1,-2,-3,-2,2,-5,-7,-5
CHO-K1 Ca antag,-4,9,7,-2,6,2,-7,-12
CHRM1 antagonist,-6,-4,-12,-26,-5,-10,-7,-10
CHO-K1 Ca ag,1.0,0.2,-0.1,-0.2,0.1,1.5,1.0,1.3

(9) COc1ccccc1-c1nnc(C2CCN(S(=O)(=O)c3cccc([N+](=O)[O-])c3)CC2)o1
(10) Nc1[nH]c(N=NC(=O)c2ccc(Cl)cc2)c2ccccc12
(11) COc1cc(/C=C2\S/C(=N/S(=O)(=O)c3ccc(C)cc3)NC2=O)c([N+](=O)[O-])cc1OC
(12) CCc1nnc(NC(=O)CN2C(=O)/C(=C/c3cc(OC)c(OC)c(OC)c3)SC2=S)s1
(13) COc1cccc(C(=O)Cn2c(N3CCCCC3)nc3c2c(=O)n(C)c(=O)n3C)c1
(14) COC(=O)C1=NNC(C(=O)c2ccco2)C1c1ccc(OC)cc1 (stereo not given)
(15) CN1OC(CC(=O)O)N(c2ccc(Cl)cc2)C1=O (stereo not given)
(16) O=C(c1ccco1)N1CCN(C(=S)NC2CC3CCC2C3)CC1 (stereo not given)

entry no.,9,10,11,12,13,14,15,16
CHO parental Ca,-7,-7,-5,-13,-10,-3,-3,-11
M4 antag,8,3,13,-14,0,-2,-2,7
M1 PAM,-8,5,6,14,9,10,9,-5
OXTR potentiate,-9,-7,1,2,-3,-7,-4,-11
M4 ag,8,1,0,0,0,1,0,21
CHRM1 agonist,-3,-3,1,-8,-2,-2,-3,-5
CHO-K1 Ca antag,-8,-5,1,-17,-9,-17,3,-12
CHRM1 antagonist,14,-6,-4,-14,-5,-9,-12,19
CHO-K1 Ca ag,3.5,0.9,1.5,0.7,0.3,1.1,0.3,7.5

(17) COc1ccc(CCNC(=O)CCc2cn(C)c3ccccc23)c(OC)c1OC
(18) O=C(Nc1ccc(F)cc1)N1CCN(CCc2ccccc2)CC1
(19) CSc1nc(C)c(C(=O)Nc2ccccc2)c(-c2ccco2)c1C#N
(20) O=C(COC(=O)[C@H](Cc1ccccc1)NC(=O)c1ccco1)Nc1ccccc1
(21) O=C(O)C1CC=CCC1C(=O)NCCCN1CCCC1=O (stereo not given)
(22) CC(C)CCCCCCCCCCCCC(=O)NCC(=O)NC1C(O)C(O)C(Nc2ncnc3nc[nH]c23)OC1C(O)CO (stereo not given)
(23) CCc1ccc(CN2CCC(N3CCC(C(=O)N4CCCC4)CC3)CC2)o1
(24) O=C(CSc1nncs1)NC(=O)NC1CCCC1

entry no.,17,18,19,20,21,22,23,24
CHO parental Ca,-13,4,-17,-9,-4,.,-12,-10
M4 antag,1,-7,1,6,2,-3,1,-2
M1 PAM,3,0,2,3,18,8,4,2
OXTR potentiate,-16,-11,3,-4,-1,.,-4,-8
M4 ag,1,2,1,6,1,2,1,0
CHRM1 agonist,-4,-11,-4,-3,0,1,-4,-5
CHO-K1 Ca antag,9,0,-5,-9,-8,0,-6,7
CHRM1 antagonist,-7,3,-9,-6,-11,-4,-9,0
CHO-K1 Ca ag,1.1,-0.4,1.1,2.2,4.4,-0.6,0.6,-0.5

(25) COc1ccc(-c2noc(CN(C)Cc3ccc(C)o3)n2)cc1
(26) Cc1cc(C)n2nc(S(=O)(=O)N(C)c3ccccc3)nc2n1
(27) Cc1ccc(NC(=O)CN(C)C(=O)CSc2ccc3c(c2)OCCO3)cc1
(28) COc1cc2[nH]c(=O)n(CCC(=O)NCCC(C)C)c(=O)c2cc1OC
(29) Brc1cccc(OCCOCCn2ccnc2)c1
(30) O=C(CSc1nc2c(c(=O)n1-c1ccc(Br)cc1)SCC2)Nc1nccs1
(31) CCSCc1nnc(SCC(=O)Nc2ccc(OC)cc2)n1C
(32) CCc1ccc(C2=NN(CCC(=O)NC(C)c3ccc4c(c3)OCCO4)C(=O)CC2)cc1 (stereo not given)

entry no.,25,26,27,28,29,30,31,32
CHO parental Ca,-18,-3,-8,-2,-6,-13,-9,2
M4 antag,8,-20,3,0,2,6,0,5
M1 PAM,13,8,0,9,-1,7,4,12
OXTR potentiate,-3,-2,-1,-9,-2,2,-4,-1
M4 ag,3,0,2,0,3,0,1,-1
CHRM1 agonist,-1,4,1,0,1,-7,-4,-3
CHO-K1 Ca antag,-11,-7,-6,-9,-6,-1,-19,-14
CHRM1 antagonist,-22,-7,-6,-8,-2,-18,-12,-12
CHO-K1 Ca ag,3.4,0.7,0.9,0.4,0.6,-0.3,2.0,-1.2

(33) CCCCOC(=O)Nc1nc(C)c(C(=O)OCC)s1
(34) N#CCSc1ccccc1NC(=O)COC(=O)CCN1C(=O)C2CC=CCC2C1=O (stereo not given)
(35) C=CCN(CC=C)C(=O)Nc1ccc2nc(C)sc2c1
(36) CCn1c(=O)c2cc(C(=O)NCCOC)sc2c2ccccc21
(37) CCc1ccc2nc(N3CCN(C(=O)C(C)(C)C)CC3)sc2c1
(38) NC(=O)CC(NC(=O)Cc1ccc(Br)cc1)c1ccc(NCCc2ccccc2F)c([N+](=O)[O-])c1 (stereo not given)
(39) COc1ccc(NS(=O)(=O)c2ccc(NC(=O)c3ccc(N(C)S(C)(=O)=O)cc3)cc2)cc1
(40) Cn1cc(CCC(=O)N2CCCC(C(=O)c3ccc(C(C)(C)C)cc3)C2)cn1 (stereo not given)

entry no.,33,34,35,36,37,38,39,40
CHO parental Ca,9,-8,-7,-3,-13,-7,31*,-26
M4 antag,18,-7,-7,6,9,0,3,-9
M1 PAM,-2,15,17,4,-5,1,9,11
OXTR potentiate,-4,-3,-13,-19,-5,-6,-4,-3
M4 ag,-1,3,3,1,7,2,6,5
CHRM1 agonist,-5,3,2,4,-3,-4,0,-7
CHO-K1 Ca antag,-2,2,6,-12,-12,-5,-4,-7
CHRM1 antagonist,1,-14,-8,0,8,12,2,-8
CHO-K1 Ca ag,-0.3,1.5,-0.4,0.4,4.6,0.5,1.9,4.2

(41) CC(=O)Nc1ccc(S(=O)(=O)NCC(=O)OC(C)c2ccccc2Cl)cc1 (stereo not given)
(42) CC(=O)OC1(C(F)(F)F)Oc2ccccc2NC1=O (stereo not given)
(43) O=C(CSc1nnnn1-c1ccc(Cl)cc1)NNC(=O)c1ccc([N+](=O)[O-])cc1
(44) O=C(NC(=S)NCc1cccnc1)c1ccccc1
(45) Cc1cc(C(=O)N2CCCC(Nc3ccccc3)C2)c2ccc(F)cc2n1 (stereo not given)
(46) CSC(=S)N/N=C/c1c[nH]c2ccccc12
(47) CNC(=S)Nc1ccc(C)cc1
(48) O=c1[nH][nH]c(=O)c2c(NS(=O)(=O)c3ccccc3)cccc12

entry no.,41,42,43,44,45,46,47,48
CHO parental Ca,-11,-8,-13,2,-13,23,0,-19
M4 antag,6,-4,1,5,6,3,-9,-2
M1 PAM,6,2,3,7,4,6,6,6
OXTR potentiate,-15,0,-5,-5,0,-18,-7,-9
M4 ag,5,0,0,-1,1,7,1,4
CHRM1 agonist,-1,-7,-5,-5,-1,-3,-7,-1
CHO-K1 Ca antag,-12,5,-15,-16,-10,-16,3,2
CHRM1 antagonist,3,-1,-11,-11,-9,-2,0,-4
CHO-K1 Ca ag,7.2,1.6,1.2,0.3,0.8,1.4,3.5,1.2

(49) COc1cccc(-c2nc(CS(=O)(=O)CC(=O)NC3CCC(C)CC3)c(C)o2)c1 (stereo not given)
(50) COc1ccc(-c2nnc(SCc3ccccn3)n2C)cc1
(51) CC(=O)c1cccc(NC(=O)C2Cc3c(-c4ccccc4)ccnc3O2)c1 (stereo not given)
(52) O=C(COC(=O)c1ccc(Br)o1)Nc1ncc([N+](=O)[O-])s1
(53) CC(C)CCNC(=O)CN(Cc1ccc(F)cc1)C(=O)CCC(=O)Nc1ccccn1
(54) N#C/C(=C\c1ccc2c(c1)OCO2)C(=O)NCc1ccco1
(55) Cc1c(NC(=O)CN2C(=O)NC(C)(c3ccc4c(c3)OCCO4)C2=O)c(=O)n(-c2ccccc2)n1C (stereo not given)

entry no.,49,50,51,52,53,54,55
CHO parental Ca,-34,0,.,13,-28,12,15
M4 antag,-4,-1,5,-6,0,-8,0
M1 PAM,5,9,-8,-5,6,-4,5
OXTR potentiate,-12,-9,.,-12,-7,-13,-4
M4 ag,6,0,18,11,1,1,1
CHRM1 agonist,-2,-3,3,6,-4,-5,0
CHO-K1 Ca antag,-22,-7,1,10,-7,-10,-3
CHRM1 antagonist,-10,-26,2,1,-11,3,-9
CHO-K1 Ca ag,6.5,-0.1,11,4.5,0.7,2.2,0.7

Compound activity from PubChem.
